Bioassay records (PubChem)
CAL PDZ FP-1: blocks peptide binding to human CAL PDZ domain | 330,000 tested, 0.02% active | AID 504414 | purified CAL PDZ, TMR-peptide fluorescence polarization, 1 h | inhibition, % at 20 µM;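 active means highest replicate inhibition of at least 40%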;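 further: plate controls were DMSO neutral control wells for no effect and unlabeled competitor peptide control wells for full effect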
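Test system: tagged CAL PDZ domain / Buffer or medium: sodium phosphate/NaCl buffer pH 7.4 with TCEP, IgG, Thesit / Reagent: TMR-labelled reporter peptide T*-PRC34 bound in PDZ groove / Compound dosing: single point, 20 µM / Schedule: 1 h incubation at room temperature before polarization reading / Technique: fluorescence polarization (mP) / Benchmarks: unlabelled peptide, DMSO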
LANA DNA inh: inhibitors of KSHV LANA C-terminal domain DNA binding; MBP-C-LANA/FAM-LBS DNA binding, fluorescence polarization; inhibition, % at 9 µM; 340,000 tested, 0.078% active; AID 504423;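 active means highest replicate inhibition at or above 60% at 9 µM, even if other replicates fall short; inactive means all replicates below 60% inhibition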;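 further: 0% = neutral control wells and 100% = 4 µM acridine orange control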
RTF Ca sens inh: cardiac RTF calcium desensitization. P19429+P45379. IANBD-labeled cardiac RTF, Ca2+ fluorescence. inhibition, % at 7.15 µM. 340,000 tested, 0.12% active. AID 493244;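 active means inhibition above the mean inhibition of all tested compounds plus 3 SD, cut at about 17% in these data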;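 further: assay run at fixed EC70 calcium of 1.6 mM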
DSG3 Ab inh: inhibitors of pemphigus antibody binding to human desmoglein-3. binding (percent of control), % at 10 µM. P32926. DSG3-coupled beads, scFv-anti-DSG3-GFP binding, flow cytometry; active compounds read low. 310,000 tested, 0.48% active. AID 588358;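 active means binding more than 3 SD below its plate's average and above zero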;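 further: hits lower antibody fragment binding to DSG3; some compounds called inactive have numbers as strong as hits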
Keap1 Nrf2 FP: disrupts human Keap1 binding to Nrf2 peptide | Q14145 | Keap1 Kelch-Nrf2 peptide fluorescence polarization, 1536-well | inhibition, % at 9.4 µM | 340,000 tested, 0.15% active | AID 504523; in the data active means inhibition above about 12%;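 further: human Keap1 Kelch domain with fluorescein labeled Nrf2 9mer peptide probe; 0% = neutral control wells and 100% = peptide positive control; higher means more block of Keap1 binding to Nrf2 peptide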
Target sequence (Q14145 whole entry, looked up, the tested form may be a part): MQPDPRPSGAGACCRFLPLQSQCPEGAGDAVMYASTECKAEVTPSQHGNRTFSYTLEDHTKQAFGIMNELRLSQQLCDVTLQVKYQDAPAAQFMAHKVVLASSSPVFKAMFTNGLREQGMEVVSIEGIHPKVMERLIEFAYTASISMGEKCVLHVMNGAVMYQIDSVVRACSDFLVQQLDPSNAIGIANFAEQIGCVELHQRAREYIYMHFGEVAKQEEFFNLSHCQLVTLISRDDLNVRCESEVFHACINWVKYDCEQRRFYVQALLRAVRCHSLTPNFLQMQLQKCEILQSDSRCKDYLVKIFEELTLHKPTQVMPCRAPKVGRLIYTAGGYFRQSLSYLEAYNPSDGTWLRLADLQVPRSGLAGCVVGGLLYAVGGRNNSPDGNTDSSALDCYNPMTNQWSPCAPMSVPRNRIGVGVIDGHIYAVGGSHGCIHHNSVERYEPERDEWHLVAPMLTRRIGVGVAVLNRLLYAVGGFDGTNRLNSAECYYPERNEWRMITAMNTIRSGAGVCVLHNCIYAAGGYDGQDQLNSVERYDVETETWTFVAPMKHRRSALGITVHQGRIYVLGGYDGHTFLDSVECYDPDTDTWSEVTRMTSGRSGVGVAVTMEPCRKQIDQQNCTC
CAL PDZ FP-2: CAL PDZ (human) peptide binding inhibition. purified CAL PDZ, TMR-peptide fluorescence polarization, 1 h. inhibition, % at 24.9 µM. 300,000 tested, 0.92% active. AID 602252;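 active means mean inhibition of at least 30% with at least half of replicates also reaching 30%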;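 further: 0% = DMSO neutral control and 100% = excess unlabeled competitor peptide PRC23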
V-ATPase pH: alters yeast V-ATPase proton transport; S. cerevisiae, pHLuorin cytosolic pH fluorescence; response, % at 10 µM; 350,000 tested, 0.37% active; AID 504577; in the data active means response mostly above about 7.3%, no sharp cut-off; inactive means mostly below about 5.4%; further: actives read high; inactives centre near 0; some compounds called inactive have numbers as strong as hits
NSD2 HMT inh: NSD2 (human) methyltransferase inhibition; NSD2 peptide methylation, AlphaScreen, 120 min; inhibition, % at 12.5 µM; 310,000 tested, 0.54% active; O96028; in the data active means inhibition above about 50%
DAGLB inhibitor: diacylglycerol lipase beta (human) inhibition; HEK293T DAGLB membrane lysate, EnzChek fluorogenic substrate; 340,000 tested, 0.059% active; inhibition, % at 5.17 µM; AID 504411; Q8NCG7; in the data active means inhibition above about 34%;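 further: 0% = enzyme with vehicle and 100% = wells lacking enzyme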
Arrestin-AP2 inh: blocks beta-arrestin peptide binding to AP2 adaptin. 340,000 tested, 0.31% active. FITC-arrestin peptide / GST-AP2 beads, flow cytometry; AP2 beta2 appendage carries R879A mutation. inhibition, % at 10 µM. AID 504490;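 active means inhibition above a set limit, near 3 SD of compounds lacking own fluorescence, cut at about 54% in these data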;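 further: plate controls were DMSO wells for no effect and 5 µM unlabelled arrestin peptide for full effect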
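System: GST-AP2 R879A glutathione beads | Also added: FITC-arrestin peptide, 50 nM | Times: 12 min plus 1 h, RT | Signal: Bead flow cytometry, FITC channel | Buffer or medium: PBS with 0.05% Tween 20 and 0.1% BSA | Read-out basis: Percent drop in bead-associated FITC signal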
Numbers without * were called inactive; . = not tested or not shown. A portion of the library, so the mix of outcomes need not match the whole.

SMILES	CAL PDZ FP-1	LANA DNA inh	RTF Ca sens inh	DSG3 Ab inh	Keap1 Nrf2 FP	CAL PDZ FP-2	V-ATPase pH	NSD2 HMT inh	DAGLB inhibitor	Arrestin-AP2 inh
COc1c(C)cc(Br)cc1C(=O)Nc1ccc(Cc2ccncc2)cc1	-2.2	-0.1	-1	.	1	.	0	-1	-3	3
Cn1nc(C(C)(C)C)cc1C(=O)NCc1ccc(N2CCCC2=O)cc1	-2.8	0.1	-8	109	1	.	-3	-6	1	-1
CCOC(=O)C1(C)NC(c2ccc(N(C)C)cc2)C2C(=O)N(CC)C(=O)C21 (configuration not stated)	0.0	-1.2	-3	99	-5	1	4	2	0	-3
CCOc1ccc(N2CC(C(=O)Nc3nnc(Cc4ccccc4)s3)CC2=O)cc1 (configuration not stated)	-2.5	2.0	-3	92	-4	-3	1	-1	0	0
CC(C)N(C(=O)Cn1cc(SCC(N)=O)c2ccccc21)C(C)C	0.1	1.7	7	.	0	-3	-2	6	0	18
Cc1sc2nc(SCCN(C)C)n(-c3ccccc3)c(=O)c2c1-c1ccc(F)cc1	-1.9	-2.9	-7	106	-7	-3	-5	19	-8	11
O=c1cc(-c2ccccc2Cl)oc2c(NS(=O)(=O)c3cccs3)ccc(O)c12	-2.7	1.3	2	86	-5	0	-1	.	0	3
O=C(N/N=C/c1ccncc1)c1nc(-c2ccccc2)n2c1CCCCC2	-0.3	-0.1	-9	.	-4	0	2	5	0	9
CCC1=C(OC(=O)N(CC)CC)N2C(=O)OC(=NCCOC)[C@]2(Cc2ccccc2)[C@H]2C1=CC[C@H]1C(=O)N(CC(=O)OC)C(=O)[C@H]12	-0.9	2.3	-6	101	-4	0	0	.	-1	-1
COc1cccc(NC(=S)N2CCN(c3ccc([N+](=O)[O-])cc3)CC2)c1	-2.0	1.2	4	92	-3	0	-3	3	-2	-6
CC(=O)Nc1ccc(-c2nc3ccccc3c(=O)o2)cc1	0.6	-3.0	2	95	-1	16	-1	-2	-2	-7
CC(C)N(Cc1nnc(-c2ccc(Cl)cc2)o1)C(=O)C1=COCCO1	-2.4	1.8	-6	105	-1	-1	-1	0	2	2
CC(=O)Nc1ccc(NC(=O)c2ccc(C)c(S(=O)(=O)Nc3cccc(C)c3)c2)cc1	-0.2	-0.8	-9	96	-2	-2	10*	-3	-3	6
C=CCn1c(COc2ccccc2F)nnc1SCCN1C(=O)c2ccccc2C1=O	0.4	-2.4	-2	107	-2	-6	2	1	-3	5
CCOc1cc(C(=O)O/N=C(\N)c2ccccn2)cc(OCC)c1OCC	-0.6	-0.9	2	103	2	-4	-3	-4	-3	-15
Cc1cc(C)n(CC(=O)n2nc(C)cc2C)n1	-0.6	0.1	-4	94	1	-4	-3	-2	-2	2
CCn1c(=O)cc(SCC(=O)NCC2CCCO2)c2ccccc21 (configuration not stated)	1.0	0.1	2	97	-4	.	1	-2	-1	5
Cc1cc[n+](Cc2ccccc2)c(N)c1	0.3	1.7	-26	111	-1	3	5	.	2	-2
CCN(CC)S(=O)(=O)c1ccc(C)c(NC(=O)CSc2nnnn2C)c1	-0.4	-1.5	-2	107	4	1	-1	-2	1	-8
CCOC(=O)c1cc(CC)sc1NC(=O)c1ccc2c(c1)OCCO2	0.0	-0.2	2	93	-4	.	-1	-8	-7	12
COc1cccc(OC)c1OCCN1CCN(C(c2ccccc2)c2ccccc2)CC1	-2.6	1.2	1	100	1	-3	4	12	-5	17
Cn1nnnc1SCC(=O)N1c2ccccc2Sc2ccccc21	-0.8	0.4	-4	95	-2	.	1	1	0	15
Oc1ccc(Br)cc1CNc1nccs1	0.1	1.9	0	142	0	-2	0	0	-1	-29
COc1ccc(NC(=O)C2CCN(c3ncnc4c3nc3n4CCCCC3)CC2)cc1Cl	0.2	-1.7	-12	100	0	-1	2	1	-3	-8
CCOC(=O)Cc1csc(NC(=O)CSc2nc(=O)[nH]c3c2CCC3)n1	-2.7	0.8	-19	105	-2	-7	1	-2	0	-2
CCCSc1nnc(NC(=O)CSc2sc3c(O)cc(=O)[nH]c3c2C#N)s1	-2.7	1.9	1	103	-5	-2	-3	16	21	-10
O=C(Nc1ccccc1Sc1ccccc1)c1ccc(F)cc1	-1.6	2.8	1	111	.	-6	0	-7	-19	1
COC(=O)c1ccc(CO/N=C/c2ccccc2OC)cc1	-0.9	5.9	-12	102	-3	-3	-1	-6	-18	10
CC(C)c1ccc(/C=C/c2[nH]c(=O)[nH]c(=O)c2[N+](=O)[O-])cc1	-0.3	0.1	-4	107	-6	2	-1	7	10	14
COC(=O)CN1C(=O)C2(C(C#N)=C(N)Oc3n[nH]c(-c4cccs4)c32)c2ccccc21 (configuration not stated)	-1.6	-3.6	-7	99	-6	-2	-2	2	0	4
Cc1cc2c(ncn2C)c(NS(=O)(=O)c2cc(Cl)ccc2Cl)c1C	-1.1	-0.9	-1	.	-1	-5	-4	3	1	14
Cc1ccccc1C(=O)Nc1ccc(S(=O)(=O)Nc2onc(C)c2C)cc1	-0.7	0.1	-7	90	-1	-2	-4	0	1	3
CCCCNC(=O)c1cc(-c2ccc(F)cc2)on1	0.4	-0.5	-6	103	-5	.	-1	-1	1	4
CCN(CCCC(=O)c1ccc(F)cc1)CCc1ccccc1	.	-0.3	-2	96	-3	-4	2	11	-1	2
CC(C)(C)C(CCl)C(=O)NN=C(c1ccccc1)c1ccccc1 (configuration not stated)	-1.6	0.6	-8	110	-2	-1	-1	.	-3	26
O=C(NCc1ccc2c(c1)OCO2)c1ccc(S(=O)(=O)N2CCCCC2)cc1	-0.5	0.4	-7	101	-3	-1	4	-1	-4	8
Cc1onc(-c2c(Cl)cccc2Cl)c1C(=O)N1C(C)CCCC1C (configuration not stated)	0.1	0.5	0	.	-4	.	-4	-1	-2	-1
Cc1ccc(-c2nn(-c3ccc(F)cc3)cc2C(=O)NCCCN2CCCC2=O)cc1	-1.1	0.5	11	101	4	-1	1	0	-3	-17
COc1cccc(OCC(=O)NNC(=O)c2ccc3ccccc3c2O)c1	-0.7	-2.9	2	104	-5	19	-3	1	7	2
CC(C)C(c1nnnn1Cc1ccccc1)N1CCC(C(N)=O)CC1 (configuration not stated)	-0.1	3.2	-15	109	1	0	-2	19	-1	2
CC(=O)c1c(C)n(-c2cccc(Cl)c2)c2ccc(O)cc12	0.9	0.4	0	92	-3	-9	-1	2	0	15
COc1ccc([C@H]2/C=C\CN(C(=O)c3ccc(C)cc3)[C@@H](C)C(=O)N2Cc2ccc(F)cc2)cc1	-1.3	1.5	-8	90	7	-2	10	.	-7	0
CC(C)c1c(C(=O)N/N=C/c2ccc(-c3ccccc3)cc2)nnn1-c1nonc1N	-1.4	-1.6	-9	81	1	-4	0	-1	1	-1
COc1ccc(CN(CC2CCC(C(=O)O)CC2)C(=S)Nc2cc(Cl)ccc2OC)cc1 (configuration not stated)	-0.9	0.6	1	105	0	.	4	-4	-1	-4
CCOc1cccc(NC(=O)c2cccc(F)c2)c1	0.0	1.3	1	103	-1	1	-1	-3	-3	5
CN1CCN(C(=O)Nc2cccc3ccccc23)CC1	-5.5	0.0	-7	92	1	.	9	0	-2	28
Cn1c(-c2ccccc2)cnc1NCc1cccc([N+](=O)[O-])c1	0.0	-0.8	2	93	-7	.	-2	16	2	7
CC1CCCCC12NC(=O)N(CC(=O)c1ccc(Cl)s1)C2=O (configuration not stated)	-3.1	-0.4	-3	101	-4	-3	1	-2	3	-10
Cc1sc2nc(SCC(=O)N3CCCCC3)[nH]c(=O)c2c1C	-2.8	-1.5	-30	96	-2	-2	5	-2	1	-12
Cc1ccn2c(=O)nc(SCC(=O)NC3CCCCC3)nc2c1	-0.7	0.0	3	113	-5	-1	3	-2	-1	-16
O=P(c1ccccc1)(c1ccccc1)c1nc(-c2ccc(Cl)cc2)oc1N1CCOCC1	-2.4	1.0	-11	108	0	-3	1	3	0	6
COc1ccc(Cl)cc1C(=O)Nc1ccc2c(c1)OCO2	.	-0.5	-4	109	-3	-5	1	5	-4	0
O=C(Cc1ccccc1)Nc1ccc2c(c1)C(=O)N(CC1CCCO1)C2=O (configuration not stated)	-2.3	0.2	-2	79	-3	-2	6	0	-1	4
Cc1ccccc1NC(=O)c1ccc(S(=O)(=O)N(C)C)cc1	-3.6	-1.1	-13	100	-4	.	3	.	1	10
O=S(=O)([O-])CCC[n+]1c(SCCCS(=O)(=O)O)sc2ccc(Cl)cc21	-0.2	-0.9	-6	101	21*	-4	0	4	-6	3
O=C(OCCOc1ccccc1)c1n[nH]c2ccccc12	-0.7	-1.0	6	96	-6	-1	-1	1	-1	-11
O=C(C1=NN[C@@H]2C(=O)N(c3ccccc3C(F)(F)F)C(=O)[C@H]12)c1ccc2ccccc2n1	0.1	0.4	-18	101	-2	-4	-2	-1	-1	7
O=C(c1cccs1)N1CCC(c2nc3ccccc3s2)CC1	-0.2	-0.5	6	99	-2	.	1	2	-6	-3
COc1cc(OC)cc(-c2nc3ccccc3c(=O)n2OC(=O)c2ccccc2C)c1	-3.5	1.9	-5	81	0	-6	4	-1	-1	3
O=C(O)C1CCC(N2C(=O)C3C4CCC(C4)C3C2=O)CC1 (configuration not stated)	0.7	0.6	-2	101	0	-1	2	-1	-1	-1
CCCCn1c(N)c(N(CC)C(=O)c2cccc(OCc3ccccc3)c2)c(=O)[nH]c1=O	-0.1	2.9	1	.	-3	-6	11*	2	0	-2
O=C(CCC(=O)c1ccc(F)cc1)NN1C(=O)NC2(CCCCC2)C1=O	-0.1	1.2	5	94	-5	.	1	0	2	17
CN(c1cccc(NC(=O)COc2ccccc2)c1)S(C)(=O)=O	-2.9	0.1	-7	98	-2	-1	0	-3	3	-3

Given bar-delimited: entries from further up.
Structure | CAL PDZ FP-1 | LANA DNA inh | RTF Ca sens inh | DSG3 Ab inh | Keap1 Nrf2 FP | CAL PDZ FP-2 | V-ATPase pH | NSD2 HMT inh | DAGLB inhibitor | Arrestin-AP2 inh
CCCCn1c(N)c(N(CC)C(=O)c2cccc(OCc3ccccc3)c2)c(=O)[nH]c1=O | -0.1 | 2.9 | 1 | . | -3 | -6 | 11* | 2 | 0 | -2
CN(c1cccc(NC(=O)COc2ccccc2)c1)S(C)(=O)=O | -2.9 | 0.1 | -7 | 98 | -2 | -1 | 0 | -3 | 3 | -3
Cc1ccccc1NC(=O)c1ccc(S(=O)(=O)N(C)C)cc1 | -3.6 | -1.1 | -13 | 100 | -4 | . | 3 | . | 1 | 10
Cc1sc2nc(SCC(=O)N3CCCCC3)[nH]c(=O)c2c1C | -2.8 | -1.5 | -30 | 96 | -2 | -2 | 5 | -2 | 1 | -12
